# High-throughput results (PubChem BioAssay)
# tuberculosis growth – growth inhibition of non-replicating M. tuberculosis (AID 488890). Mycobacterium tuberculosis non-replicating, growth inhibition; higher % means a stronger effect. actives 0.39% (n = 320,000). inhibition, % at 25 µM, or IC50 in µM where a hit was titrated; in the data active = a potency from the dose series; inconclusive = inhibition mostly from about 82% at the one dose, without a potency; inactive = the rest, 99 in 100 with inhibition below about 76%;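 also: plate controls were DMSO cells for no effect and high antibiotic wells for full effect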
# H37Rv inhibition – M. tuberculosis growth inhibition, HTS (AID 449762) | M. tuberculosis H37Rv growth inhibition, 7H9 media; higher % means a stronger effect | one-dose inhibition, % at 25 µM; IC50 in µM for titrated hits | actives 0.59% (n = 330,000); in the data active = a potency from the dose series; inconclusive = inhibition above about 70% without an active follow-up result;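 also: bacterial growth assessed after seven days of incubation; strong numbers were not always called active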
# influenza NS1A – NS1A inhibition, H1N1 influenza, cell based functional assay (AID 504329); NS1A functional cell-based assay, percent inhibition; higher % means a stronger effect; one-dose inhibition, % at 12.5 µM; IC50 in µM for titrated hits; actives 0.3% (n = 340,000); in the data active = a potency from the dose series; inconclusive = inhibition above about 27% without an active follow-up result; also: strong numbers were not always called active
# VEEV TC-83 Vero – inhibitors of VEEV TC-83 cytopathic effect, confirmation, Vero cells (AID 588727). Vero cells, VEEV TC-83 cytopathic effect inhibition; higher % means a stronger effect. inhibition, % at 20 µM; hits with a dose series show IC50 in µM. actives 0.13% (n = 350,000); in the data active = a potency from the dose series; inconclusive = inhibition mostly from about 14% at the one dose, without a potency; inactive = the rest, 99 in 100 with inhibition below about 12%; also: strong numbers were not always called active
# Salmonella PhoP GFP – PhoP regulon inhibitors, Salmonella typhi PhoP promoter GFP reporter, confirmatory (AID 1850) | Salmonella Typhi PhoP-promoter GFP reporter, fluorescence, 4 h; higher % means a stronger effect | one-dose inhibition, % at 50 µM; IC50 in µM for titrated hits | actives 0.33% (n = 310,000); in the data active = a potency from the dose series; inconclusive = inhibition mostly from about 25% at the one dose, without a potency; inactive = the rest, 99 in 100 with inhibition below about 19%;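 also: 0% = induced wells with vehicle and 100% = uninduced wells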
# VEEV TC-83 Vero 10K pilot screen – further read-out of VEEV TC-83 Vero, marked with its call; inhibition, %; measured here: 10K pilot screen inhibition
# Active calls of the source: *; i = inactive; u = inconclusive; x = no result given; & = joins results of further samples.
SMILES,tuberculosis growth,H37Rv inhibition,influenza NS1A,VEEV TC-83 Vero,Salmonella PhoP GFP,others
Cn1c(=O)c2c([nH]c(=O)n2C)n(C)c1=O,-15%,6%,-2%,1.2%,-12%,
CC(C)Cc1ccc(C(C)C(=O)OCC(=O)c2c[nH]c3ccccc23)cc1 (stereo not given),5%,-14%,6%,0.8%,5%,
CCn1cc(C(=O)NCCCO)c(=O)c2cc(F)c(N3CCN(C)CC3)cc21,-16%,-1%,17%,i,7%,
Cc1ccc(-n2ncc3c2CCCC3NC(=O)CCn2ccnc2C)cc1C (stereo not given),17%,12%,-15%,0.5%,9%,
Cn1c(CN2CCN(CCO)CC2)c(C#N)c2ccccc21,4%,1%,12%,10%,8%,
Cc1cc(=O)oc(C)c1C(=O)NCc1c(F)cc(F)cc1F,x,x,-1%,3.1%,-8%,
Cc1c(NC(=O)CSc2ccccc2Cl)c(=O)n(-c2ccccc2)n1C,3%,-7%,-2%,i,0%,
COc1ccc(C(NC(=O)C(C)C)c2c(O)ccc3ccccc23)cc1OC (stereo not given),9%,-12%,-2%,2.0%,-10%,
CN(C(=O)CCNC(=O)Cn1cnc2ccccc2c1=O)c1ccc(Br)cc1,-9%,-9%,0%,i,12%,
COc1cccc(CC(=O)OCC(=O)N(C)CC(=O)Nc2ccccc2Cl)c1,-4%,-14%,-7%,6.8%,x,
O=C(CSc1nnc(Cc2ccccc2)n1Cc1ccco1)NC12CC3CC(CC(C3)C1)C2,33%,0%,2%,i,4%,
COc1ccc([N+](=O)[O-])cc1C(=O)NCCOc1ccc(Cl)cc1,15%,1%,-7%,0.4%,-1%,
CC(CNC(=O)CC(C)(C)C)NC(=O)CC(C)(C)C (stereo not given),-4%,-8%,-3%,0.5%,1%,
Cc1ccc(C)c(S(=O)(=O)N(C(=O)c2ccncc2)c2ccc(OC(=O)c3ccncc3)cc2)c1,10%,-2%,2%,0.5%,-4%,
CCCCOc1ccc(CSC2=NCCN2)cc1[N+](=O)[O-],75%,5%,-13%,i,8%,
O=C(COC(=O)Cc1ccc(Br)cc1)NC12CC3CC(CC(C3)C1)C2,61%,8%,-2%,2.4%,-5%,
CC1CCCC(C)N1CCNC(=O)CCc1nnc2n(Cc3ccccc3)c(=O)c3ccccc3n12 (stereo not given),34%,-6%,3%,1.1%,-5%,
CCCCC(=O)Nc1cccc(NC(=O)c2cccc(Br)c2)c1,-5%,-3%,3%,1.2%,-12%,
CC(=O)Nc1ccc(S(=O)(=O)Oc2ccc(C(=S)N3CCC(O)CC3)cc2)cc1,-1%,-1%,-3%,0.9%,0%,
COc1ccc(C2=NN(C(=O)c3cccs3)C(O)(C(F)(F)F)C2)cc1 (stereo not given),70%,-1%,-7%,6.2%,-6%,
Cc1cc2ccccc2n2c(SCC(=O)NCc3cccs3)nnc12,2%,5%,-3%,0.3%,-1%,
C=CCc1ccc(OCCOCCN(C)C)c(OC)c1,-14%,-1%,12%,0.8%,7%,
CC(C)C[C@H](NC(=O)C1CC(=O)N(c2ccc3c(c2)OCO3)C1)C(=O)NC1CCCCC1 (stereo not given in full),7%,16%,4%,2.7%,2%,
Cc1ccc(CSC2=NCCN2C(=O)c2ccco2)cc1,x,-1%,-2%,5.8%,8%,
C[C@@H](C(=O)OCC(=O)NCCc1ccc(S(N)(=O)=O)cc1)N1C(=O)C2CCCCC2C1=O (stereo not given in full),4%,-4%,-4%,1.0%,-3%,
# Following part:
SMILES,tuberculosis growth,H37Rv inhibition,influenza NS1A,VEEV TC-83 Vero,Salmonella PhoP GFP,others
O=[N+]([O-])c1ccc(N2CCN(S(=O)(=O)c3ccccc3)CC2)cc1NCCN1CCOCC1,18%,-3%,9%,5.2%,5%,
COC(=O)c1ccc(NC(=O)c2ccc(OC(C)=O)c(OC)c2)cc1,26%,0%,7%,4.1%,20%,
Cc1cccc(NC(=O)c2ccc(S(=O)(=O)NCc3ccco3)cc2)n1,x,6%,-3%,5.3%,x,
O=C(CSc1nnc(-c2ccncc2)n1Cc1ccco1)Nc1ccccc1Cl,-7%,-6%,-7%,4.7%,-8%,
O=c1[nH]c2cc(Cl)c(Br)cc2o1,x,x,-5%,0.5%,x,
COc1ccccc1C(=O)Nc1ccc2c(c1)C(=O)NC2=O,-1%,-13%,10%,0.9%,x,
Cc1cccc(CNC(=O)CCCn2nc(C)c3c(C)n(-c4ccccc4)nc3c2=O)c1,17%,-3%,2%,0.9%,3%,
O=C(CCC1CCCN(C(=O)c2cccc(F)c2)C1)N1CCN(c2ccccn2)CC1 (stereo not given),3%,-3%,-7%,1.6%,-8%,
CC1(C)NC(=O)N(CCOc2cccc(Cl)c2Cl)C1=O,3%,-2%,-6%,2.2%,-10%,
O=C(N/N=C/c1ccc(N2CCCCC2)o1)C(O)(c1ccccc1)c1ccccc1,31%,-13%,x,x,-3%,
NS(=O)(=O)c1cccc(NC(=O)CSc2ncc(C(F)(F)F)cc2Cl)c1,0%,-7%,2%,0.7%,-9%,
COc1ccc(-c2nn(-c3ccccc3)cc2/C=C(\CC(=O)O)c2nc3ccccc3s2)cc1OC,20%,21%,2%,1.7%,3%,
CCOC(=O)Cn1c(=O)oc2cc(S(=O)(=O)NCc3ccccn3)ccc21,x,-4%,33%,0.7%,0%,
CCC(C)NS(=O)(=O)c1ccc(NS(C)(=O)=O)cc1 (stereo not given),-5%,4%,-3%,i,-6%,
COc1ccc(C2(SCC(N)C(=O)O)c3ccccc3-c3ccccc32)cc1 (stereo not given),x,x,7%,4.2%,x,
CCOC(=O)c1sc(N)c(C(=O)OC)c1C,-1%,0%,-4%,0.9%,26%,
Cc1ccc(S(=O)(=O)CCC(=O)OCC(=O)N(Cc2ccccc2)C(C)C)cc1,-8%,-1%,-15%,0.1%,0%,
Cc1cc(Oc2ccc(OCC(N)=O)nn2)nc(Cl)n1,-28%,-3%,-1%,0.3%,6%,
Cc1ccc(S(=O)(=O)NC(CC(=O)O)c2ccccc2)c(C)c1 (stereo not given),-10%,-5%,-3%,0.3%,-4%,
CC(=O)c1cccc(NC(=O)Cn2nc(-c3ccccc3Cl)ccc2=O)c1,u,0%,3%,5.9%,22%,
O=C1CSC(c2cccs2)N1c1ccccc1 (stereo not given),-4%,0%,3%,i,-2%,
CCn1cc(C2CC(=O)NC2=O)c2ccccc21 (stereo not given),3%,-6%,-2%,3.2%,3%,
CC1(C)C[C@H]2C3=CCC4[C@@]5(C)CC[C@H](O)[C@](C)(CO)C5CC[C@@]4(C)[C@]3(C)C[C@H]3O[C@@H]1[C@H](O)[C@]32CO (stereo not given in full),-4%,-10%,-5%,0.4%,x,VEEV TC-83 Vero 10K pilot screen=0.5
O=C(O)c1ccccc1N/N=C\c1ccnc2ccccc12,21%,9%,1%,12%,14%,
CCCCOC(=O)Cn1cnc2ccc(Br)cc2c1=O,57%,-8%,2%,i,-5%,

# Reprinted from the part before: 3 compounds, then new ones.
SMILES,tuberculosis growth,H37Rv inhibition,influenza NS1A,VEEV TC-83 Vero,Salmonella PhoP GFP,others
CC1(C)C[C@H]2C3=CCC4[C@@]5(C)CC[C@H](O)[C@](C)(CO)C5CC[C@@]4(C)[C@]3(C)C[C@H]3O[C@@H]1[C@H](O)[C@]32CO (stereo not given in full),-4%,-10%,-5%,0.4%,x,VEEV TC-83 Vero 10K pilot screen=0.5
O=C(O)c1ccccc1N/N=C\c1ccnc2ccccc12,21%,9%,1%,12%,14%,
CCCCOC(=O)Cn1cnc2ccc(Br)cc2c1=O,57%,-8%,2%,i,-5%,
CCn1c(SCC(=O)Nc2sc3c(c2C#N)CCC(C(C)(C)C)C3)nnc1-c1ccco1 (stereo not given),x,-3%,9%,0.1%,1%,
COc1ccc(CCn2c(C)cc(C(=O)CSc3nc(N)cc(=O)[nH]3)c2C)cc1,50%,4%,-5%,0.8%,0%,
CC[C@@]1(C(=O)OC)N[C@H](CN(C)C(=O)COc2ccccc2)[C@@H]2C(=O)N(Cc3ccccc3)C(=O)[C@@H]21,5%,-7%,-4%,i,x,
O=C1c2ccccc2[C@@H]2C[C@@H](O)[C@H](Nc3ccccc3-c3ccccc3)CCN12,x,x,-5%,1.3%,x,
CCOc1ccc2c(c1)n([O-])c1c([n+]2=O)CCCC1,x,x,7%,5.0%,x,
CCCCNC(=O)C(=O)N/N=C/c1ccc(OCC(=O)Nc2cccc(OC)c2)c(OC)c1,-16%,-4%,-1%,0.4%,-11%,
COc1ccc(NC(=O)CN(C)C(=O)c2cn(-c3ccccc3)nc2-c2ccc(F)cc2)cc1,30%,12%,-4%,5.6%,x,
CCOC(=O)C1CCN(S(=O)(=O)c2ccc(C)cc2)CC1,-2%,6%,-22%,i,-10%,
O=C1CC(c2ccc3c(c2)OCO3)Sc2nc3ccccc3n21 (stereo not given),3%,-2%,-8%,0.5%,-2%,
CCc1nc(CNC(=O)C2CCC(=O)N(CCc3ccc(OC)cc3)C2)cs1 (stereo not given),4%,6%,24%,1.8%,6%,
O=c1[nH]c(SCc2ccccc2[N+](=O)[O-])nc2nc[nH]c12,1%,1%,-10%,0.4%,-6%,
CCCCS(=O)CC(CS(=O)CCCC)OC(=O)c1ccccc1 (stereo not given),-2%,16%,3%,6.1%,-3%,
CCN(CC(=O)NCc1ccc(F)cc1)C(=O)c1oc2ccccc2c1C,7%,-1%,5%,0.7%,-2%,
Cc1c(C(=O)O)oc2c1C(O)CC(C)(C)C2 (stereo not given),6%&4%,8%&-1%,-5%&4%,1.6%&0.5%,-8%&4%,VEEV TC-83 Vero 10K pilot screen=0.7&0.7
CCOC(=O)c1ccccc1NC(=O)COC(=O)CCNS(=O)(=O)c1ccc(C)c(C)c1,29%,2%,-8%,2.6%,3%,
CCn1cc(C(=O)NCCCN(CC(C)C)CC(C)C)c(=O)c2cc(S(=O)(=O)N3CCOCC3)ccc21,8%,4%,-1%,0.1%,-16%,
Cc1c(C(=O)NCCCN2CCCCC2)oc2ccc3c(c12)C(O)CC1(CCCCC1)O3 (stereo not given),17%,6%,0%,u,3%,
O=C1c2[nH]nc(-c3ccccc3O)c2C(c2cccc(Cl)c2)N1Cc1ccco1 (stereo not given),0%,3%,-22%,5.0%,-13%,
O=C(N/C(=C\c1ccccc1)C(=O)N1CCCCC1)c1ccco1,11%,-4%,1%,0.2%,-5%,
COC(=O)CCC(=O)OC1(C)C(=O)C2=CN(Cc3ccco3)C(c3ccc(OC)cc3)=CC2=C(Br)C1=O (stereo not given),20%,-5%,x,x,-3%,
CCCCOC(=O)Cn1c2ccc(OC)cc2c2nc3ccccc3nc21,-14%,10%,-13%,i,-14%,
CC1CN(S(=O)(=O)c2cn(C)c(=O)n(C)c2=O)CC(C)O1 (stereo not given),7%,1%,-16%,i,-3%,VEEV TC-83 Vero 10K pilot screen=0.8
O=C(c1ccccc1Cl)N1CCCC(c2nc3c(nnn3Cc3ccccc3)c(=O)[nH]2)C1 (stereo not given),44%,-1%,-13%,i,-1%,
O=C(CCCOc1ccc(Cl)cc1Cl)NCCc1nnc2ccccn12,22%,5%,-1%,2.2%,-12%,
CCOC(=O)c1cc(C#N)c(N2CCN(c3ccc(OC)cc3)CC2)[nH]c1=O,u,26%,-16%,i,1%,
# Continuation.
SMILES,tuberculosis growth,H37Rv inhibition,influenza NS1A,VEEV TC-83 Vero,Salmonella PhoP GFP,others
CCn1cc(C2=NC(CC(C)C)CO2)c2ccccc21 (stereo not given),28%,-2%,-2%,5.4%,-3%,
Cc1ccc2c(c1)-c1c(cnn1CC(=O)N(CCC#N)c1ccccc1)CO2,21%,-1%,2%,0.5%,-8%,
O=C(NCCC(=O)N1CCN(c2ccccc2O)CC1)c1ccc(Cl)cc1,7%,15%,-4%,7.3%,7%,
O=C(NNC(=O)C12CC3CC(CC(O)(C3)C1)C2)c1csc(N2CCOCC2)n1,-10%,-17%,-4%,2.6%,-8%,
C=C[C@@H]1c2cc(C)ccc2N(S(=O)(=O)c2ccc(C)cc2)[C@H](c2ccc(OC(C)=O)cc2)C1(C#N)C#N,29%,28%,8%,0.1%,x,
COc1cc(OC)cc(C(=O)NC(=S)Nc2ccc(N3CCCC3)cc2)c1,38%,1%,5%,6.8%,-4%,

# Retrieved one by one from the list above:
SMILES,tuberculosis growth,H37Rv inhibition,influenza NS1A,VEEV TC-83 Vero,Salmonella PhoP GFP,others
CCn1cc(C2=NC(CC(C)C)CO2)c2ccccc21 (stereo not given),28%,-2%,-2%,5.4%,-3%,
O=C(NCCC(=O)N1CCN(c2ccccc2O)CC1)c1ccc(Cl)cc1,7%,15%,-4%,7.3%,7%,
